# APE1 inh = qHTS Assay for Inhibitors of the Human Apurinic/apyrimidinic Endonuclease 1 (APE1). DNA repair nuclease/redox regulator APEX1 (Homo sapiens), P27695. recombinant APE1, TAMRA/BHQ-2 abasic DNA cleavage fluorescence. Potency, µM (doses to about 65.8 µM), inactives show at the top dose activity change, negative = inhibition, hits mostly inhibitors. hit rate 0.35% among 350,000;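 further: plate controls were vehicle for no effect and reference inhibitor for full effect; nearly all actives have a fitted effect of over 55% in size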
#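 Endonuclease cleavage of a quenched abasic-site DNA duplex (50 nM) by APE1 (0.75 nM) was tracked by TAMRA dequenching. Compounds were preincubated with enzyme 15 min at room temperature; data normalized to buffer-only and DMSO wells plus NSC13755 control.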
# BAZ2B block = qHTS Assay for Inhibitors of BAZ2B | Bromodomain adjacent to zinc finger domain protein 2B (Homo sapiens), Q9UIF8 | hit rate 4.4% among 360,000 | Potency, µM (series often up to 114 µM), for the others: top-dose activity change, negative = inhibition, most hits filed as inhibitors | AlphaScreen BAZ2B-H3K14Ac peptide displacement; further: on the % scale 0 is the no-effect control and ±100 the full control effect; nearly all actives have a fitted effect of over 60% in size
#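 In this displacement format the biotinylated H3(5-23) peptide acetylated at Lys14 serves as ligand at 50 nM, with BAZ2B at 50 nM in PBS pH 7.4 containing 0.01% Tween-20. Donor and acceptor beads are 10 ug/mL final.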
# POLI inh = qHTS for Inhibitors of Polymerase Iota; hit rate 1% among 390,000; AID 588590, 2011; Pol iota fluorescent replication assay, 10 min; DNA polymerase iota (Homo sapiens), Q9UNA4; Potency, µM (doses to about 115 µM), for inactives: at the highest dose activity, negative = inhibition, most hits filed as inhibitors
#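 Pol iota at 10 nM preincubated 15 min with compounds at room temperature; reaction started with fluorescent substrate, 50 nM final. Fluorescence read kinetically at 0 and 10 min; buffer-only wells as negative control.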
# Pol beta inh = qHTS Assay for Inhibitors of DNA Polymerase Beta; P06746; Pol beta primer extension/strand displacement, fluorescence kinetic; Potency, µM (titrated, usually from 114 µM), for inactives: at the top dose activity change, negative = inhibition, actives largely listed as inhibitors; hit rate 1.3% among 340,000; further: on the % scale 0 is the no-effect control and ±100 the full control effect
#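 Human Pol beta at 10 nM; strand-displacement substrate 50 nM final. Compound exposure 15 min at room temperature before start, reaction 10 min at room temperature.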
# BLM inh = qHTS Assay for Inhibitors of Bloom's syndrome helicase (BLM); RecQ-like DNA helicase BLM (Homo sapiens), P54132; Potency, µM (highest dose often 56.1 µM), for the others: top-dose activity change, negative = inhibition, actives largely listed as inhibitors; recombinant BLM DNA unwinding, fluorescence dequenching; hit rate 0.2% among 350,000;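 further: plate controls were vehicle for no effect and no enzyme for full effect; nearly all actives have a fitted effect of over 35% in size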
# JMJD2A Tudor inh = qHTS Assay for Inhibitors of JMJD2A-Tudor Domain; AID 504339, 2011; Potency, µM (top dose mostly 114 µM), without a hit: top-dose activity change, negative = inhibition, hits mostly inhibitors; Lysine-specific demethylase 4A (Homo sapiens), O75164; hit rate 4.4% among 390,000; AlphaScreen JMJD2A-Tudor / H3K4me3 peptide binding; further: on the % scale 0 is the no-effect control and ±100 the full control effect; nearly all actives have a fitted effect of over 50% in size
# Pol eta inh = qHTS for Inhibitors of Polymerase Eta; DNA polymerase eta (Homo sapiens), Q9Y253; recombinant Pol eta, fluorescent DNA replication assay; Potency, µM (top dose mostly 114 µM), for inactives: at the highest dose activity change, negative = inhibition, hits mostly inhibitors; hit rate 1.2% among 390,000; AID 588591, 2011; further: on the % scale 0 is the no-effect control and ±100 the full control effect
# Target sequence (Q9Y253 whole entry, looked up): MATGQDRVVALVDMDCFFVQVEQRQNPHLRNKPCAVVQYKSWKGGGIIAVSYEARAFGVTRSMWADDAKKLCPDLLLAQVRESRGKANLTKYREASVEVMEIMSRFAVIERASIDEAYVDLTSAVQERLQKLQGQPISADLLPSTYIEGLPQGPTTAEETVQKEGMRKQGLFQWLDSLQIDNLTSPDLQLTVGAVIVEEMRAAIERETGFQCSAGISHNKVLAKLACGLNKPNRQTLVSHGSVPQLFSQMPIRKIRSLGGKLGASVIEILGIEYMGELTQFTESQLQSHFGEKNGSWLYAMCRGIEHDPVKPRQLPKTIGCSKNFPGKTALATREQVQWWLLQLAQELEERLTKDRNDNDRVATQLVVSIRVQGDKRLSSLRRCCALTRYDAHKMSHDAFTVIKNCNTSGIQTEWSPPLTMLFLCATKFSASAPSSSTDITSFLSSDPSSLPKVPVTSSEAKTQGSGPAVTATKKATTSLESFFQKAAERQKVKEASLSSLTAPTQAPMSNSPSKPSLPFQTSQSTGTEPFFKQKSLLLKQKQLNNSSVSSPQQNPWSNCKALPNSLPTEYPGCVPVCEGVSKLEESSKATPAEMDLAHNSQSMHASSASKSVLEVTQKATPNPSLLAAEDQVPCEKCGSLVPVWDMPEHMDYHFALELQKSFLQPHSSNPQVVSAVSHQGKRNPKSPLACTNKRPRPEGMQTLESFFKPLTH
#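 Fluorescent replication assay: 50 nM final substrate added after a 15 min room-temperature compound preincubation with 10 nM enzyme. Signal taken at 0 min and again at 10 min.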
# G9a inh = qHTS Assay for Inhibitors of Histone Lysine Methyltransferase G9a | G9a H3K9 monomethylation, AlphaScreen, 2 h | AID 504332, 2011 | Potency, µM (top dose mostly 102 µM), for the others: at the top dose activity, negative = inhibition, actives largely listed as inhibitors | hit rate 8.8% among 350,000 | Histone-lysine N-methyltransferase EHMT2 (Homo sapiens), Q96KQ7; further: on the % scale 0 is the no-effect control and ±100 the full control effect; nearly all actives have a fitted effect of over 75% in size
# Target sequence (Q96KQ7 913-1193 limits assumed): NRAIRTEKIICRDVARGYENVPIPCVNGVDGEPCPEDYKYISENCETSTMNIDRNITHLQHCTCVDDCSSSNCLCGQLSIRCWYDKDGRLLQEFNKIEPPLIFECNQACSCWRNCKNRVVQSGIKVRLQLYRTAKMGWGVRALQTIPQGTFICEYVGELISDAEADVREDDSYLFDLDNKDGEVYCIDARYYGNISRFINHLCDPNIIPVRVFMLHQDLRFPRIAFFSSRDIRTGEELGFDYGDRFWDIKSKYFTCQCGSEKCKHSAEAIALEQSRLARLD
#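 Compounds were preincubated with 20 nM G9a for 15 min, after which biotinylated H3K9 peptide (500 nM) and SAM (20 uM) started a 2 h room-temperature reaction. Monomethylated product was quantified by antibody-based AlphaScreen chemiluminescence.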
# Pol kappa inh = qHTS for Inhibitors of Polymerase Kappa. DNA polymerase kappa (Homo sapiens), Q9UBT6. purified Pol kappa, fluorescent DNA synthesis assay, 10 min. Potency, µM (top dose mostly 107 µM), for inactives: at the top dose activity, negative = inhibition, actives largely listed as inhibitors. hit rate 0.53% among 400,000; further: on the % scale 0 is the no-effect control and ±100 the full control effect
#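 10 nM Pol kappa preincubated 15 min at room temperature with compounds, then reaction started with substrate at 50 nM final. Fluorescence read kinetically at 0 and 10 min; buffer-only wells served as negative control.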
# Active calls of the source: *; ? = inconclusive; nt = no result given; & = joins results of further samples; [ ] = dose if it differs, or a comment. The call rests on the fitted dose curve; in most records, active means well fitted curve in the direction sought with a large enough effect; inconclusive means small, poorly fitted or top-dose-only effect, or another doubt; inactive means no such curve, though single readings can be large; an effect the other way counts as inactive or inconclusive. Potency means the concentration at half of the fitted maximal effect.
SMILES	APE1 inh	BAZ2B block	POLI inh	Pol beta inh	BLM inh	JMJD2A Tudor inh	Pol eta inh	G9a inh	Pol kappa inh
COC(=O)c1ccc(N2CCOCC2)c(NC(=O)c2cc3ccccc3o2)c1	nt	nt	30%	nt	nt	-1%	-13%	nt	1%
O=C(CSc1ccc(-c2ccc(Cl)cc2)nn1)NC1CCCC1	-13%	0%	-13%	-9%	-4%	-5%	-10%	nt	-27%
CCOc1ccc(S(=O)(=O)Nc2ccc3oc(C)c(C(=O)OC(C)C)c3c2)cc1	nt	-2%	3%	-25%	-14%	-15%	-29%	-5%[59 µM]	-10%[60.1 µM]
Cc1ccc(-c2n[nH]c(=S)c3ccccc23)cc1	-1%	3%	5%	5%	7%	-4%	-9%	32µM*	-6%
NNC(=O)CN1C(=O)Nc2ccc(Br)cc2C1c1ccccc1 (stereo not given)	1%	-10%	-35%	9%	3%	-28%	1%	17%[59 µM]	-7%
CC(C)c1nnc(NC(=O)CC23CC4CC(CC(C4)C2)C3)s1	21%	5%	0%	22%	0%	-11%	-7%	24%	-1%
CCC1C(c2ccccc2)N(C)C(c2ccccc2)CC1(O)c1ccccc1 (stereo not given)	4%	-25%	?	0%	-9%	-8%	-13%	5%	-8%
COC(=O)[C@@H](C)NC(=O)c1ccc2oc(CCc3ccccc3)nc2c1	-6%	6%	-6%	1%	-1%	-3%	-21%	32%	5%
O=C(c1ccc(Cl)c(S(=O)(=O)N2CCCC2)c1)N1CCOCC1	-10%	2%	8%	10%	-2%	-15%	0%	22%	-8%
Cn1ccnc1C(=O)c1cccc(Br)c1	52%	4%	51%[activator]	1%	-2%	3%	-11%	16%	9%
CCN(c1cc(C)cc(C)c1)S(=O)(=O)c1nnc(NC(=O)c2ccccc2C)s1	nt	-6%	14%	5%	-5%	-15%	-13%	-25%[59 µM]	-13%
CC(NC(=O)C12CC3CC(CC(C3)C1)C2)c1ccc(F)cc1 (stereo not given)	5%	3%	-11%	13%	1%	-2%	-3%	-41%	6%
Cc1ccc2nc(N3CCN(Cc4nnnn4C4CCCC4)CC3)c(C#N)cc2c1	-1%	36%[activator]	55%[activator]	?	-10%	27%	-5%	?	-7%
COc1ccccc1-c1noc(CCCC(=O)N2CCOCC2)n1	-6%	-1%	-11%	-19%	-22%	-6%	3%	1%[59 µM]	1%
CCOC(=O)c1cc2nc(-c3ccccc3)cc(C)n2n1	13%	8%	25%	15%	-11%	17%	-9%	45µM*	-4%
Cc1ccc(S(=O)(=O)c2nc(-c3ccco3)oc2SC(C)C)cc1	31%	-14%&-2%	?	-11%&-26%	-17%&-12%	-16%&-8%	89µM*	45µM*	-24%&-12%
COc1ccc(NC(=O)C/C(C)=N/NC(=O)C2CCCCC2)c([N+](=O)[O-])c1	42%	-4%	108%[activator]	-30%	-3%	-4%	-15%	-18%	-2%
COC(=S)N/C(=N\S(=O)(=O)c1ccc(Cl)cc1)c1ccccc1	26%	-21%	50%[activator]	47%	-1%	-26%	-11%	25µM*	-11%
CCOC(=O)c1cccc(NC(=O)C2=C(C)C(=O)OC23CCCCC3)c1	nt	-13%	35%[activator]	4%	-7%	-7%	nt	-4%[59 µM]	-10%
O=C(NCc1ccccc1)c1ccc2c(c1)CCN2S(=O)(=O)c1ccccc1	nt	1%	-10%	-9%	-9%	-16%	-7%	4%[59 µM]	-25%
CCOC(=O)C(=CNc1ccc2c(c1)nnn2-c1ccc(Cl)cc1)C(=O)OCC	1%	-1%	125%[activator]	23%	-7%	-19%	-16%	-8%[59 µM]	2%
CCc1ccc(N2CC(C(=O)OCC(=O)c3c(N)n(CC(C)C)c(=O)n(C)c3=O)CC2=O)cc1 (stereo not given)	16%	7%	-11%	nt	nt	-24%	-18%	?	-33%
CCN(CC(=O)NCc1cccnc1)S(=O)(=O)c1ccc(OC)cc1	74%[activator][12.4 µM]	-1%	-6%	7%	1%	-2%	-4%	12%[59 µM]	-1%
COc1ccc2cc(N3CCCC3=O)ccc2c1	nt	nt	79%[activator]	nt	nt	-15%	-14%	nt	-17%
CCOC(=O)C(Cc1ccccc1)NC(=O)CCc1c(C)nc2ncnn2c1C (stereo not given)	1%	4%	13%	18%	-1%	5%	-1%	29%[0.501 µM]	0%
COc1ccc(CNC(=O)c2ccc(-c3nc(CSc4ccc(C)cc4)c(C)o3)cc2)cc1OC	nt	-4%	14%	-1%	-6%	-8%	-10%	?	-5%
O=C(NNC(=S)Nc1ccc(Cl)cc1)c1ccccc1	-12%	1%	9%	-27%	-4%	-16%	5%	35µM*	-7%
Nc1nonc1C(=Nc1ccc(Br)cc1)NO	4%	13%	8%	?	-5%	-14%	-14%	30%	-5%
CSCCC(NS(=O)(=O)c1cccc(C(F)(F)F)c1)C(=O)N1CCN(C(=O)c2ccco2)CC1 (stereo not given)	nt	nt	-5%	nt	nt	-10%	-5%	nt	-2%
CC1CC2(CCCCC2)Nc2c1ccc1ccccc21 (stereo not given)	-1%	-36%	?	-9%	4%	-32%	-17%	?	-15%

# Some of the entries so far, with two lines to a compound:
# Each structure is followed by: APE1 inh | BAZ2B block | POLI inh | Pol beta inh | BLM inh | JMJD2A Tudor inh | Pol eta inh | G9a inh | Pol kappa inh
CCc1ccc(N2CC(C(=O)OCC(=O)c3c(N)n(CC(C)C)c(=O)n(C)c3=O)CC2=O)cc1 (stereo not given)
 : 16% | 7% | -11% | nt | nt | -24% | -18% | ? | -33%
CCN(CC(=O)NCc1cccnc1)S(=O)(=O)c1ccc(OC)cc1
 : 74%[activator][12.4 µM] | -1% | -6% | 7% | 1% | -2% | -4% | 12%[59 µM] | -1%
COc1ccc2cc(N3CCCC3=O)ccc2c1
 : nt | nt | 79%[activator] | nt | nt | -15% | -14% | nt | -17%
CCOC(=O)C(Cc1ccccc1)NC(=O)CCc1c(C)nc2ncnn2c1C (stereo not given)
 : 1% | 4% | 13% | 18% | -1% | 5% | -1% | 29%[0.501 µM] | 0%

# The list goes on:
SMILES	APE1 inh	BAZ2B block	POLI inh	Pol beta inh	BLM inh	JMJD2A Tudor inh	Pol eta inh	G9a inh	Pol kappa inh
CCOC(=O)c1cnc2nc(N3CCOCC3)nn2c1N	11%	-2%	15%	27%	0%	-13%	1%	1%	-4%
CCCc1cnc(N2CCN(S(=O)(=O)c3cccs3)CC2)nc1	17%	-2%	5%	4%	-5%	-9%	5%	nt	-6%
CCC(C(=O)Nc1cc(C)ccc1OC)n1nnc(C(=O)OC)c1C(=O)OC (stereo not given)	nt	3%	16%	18%	0%	-13%	3%	2%[59 µM]	9%
N/C(=N\OC(=O)c1cccnc1)c1ccccc1Cl	6%	?	-1%	0%	-1%	1%	-1%	-14%[59 µM]	5%
CC(=O)Nn1cc2c(=O)n(C)c(=O)n(C)c2c1	-6%	-2%	43%[activator]	0%	-2%	-11%	-5%	35µM*	-6%
O=C(Cc1cccs1)NCc1cc(Cl)cc(Cl)c1	21%	-4%	17%	9%	-4%	11%	-23%	20%	5%
N#Cc1ccccc1CSc1nc(O)cc(=O)[nH]1	-2%	2%	5%	-26%	0%	-2%	4%	-4%[12.7 µM]	-6%
COC(=O)c1ccc(OCCOCCOc2cccc3ccc(C)nc23)cc1	0%	0%	29%	18%	-8%	5%	-16%	5%[59 µM]	-4%
Cc1nn(Cc2ccccc2Cl)c(C)c1NC(=O)c1noc2c1CCCCC2	7%	-3%	13%	11%	-4%	-17%	-16%	-41%	-18%
O=C(NC1CCCc2ccccc21)c1ccc(CNc2c(N3CCOCC3)c(=O)c2=O)cc1 (stereo not given)	-2%	-5%	30%	?	-9%	-15%	-15%	-10%[59 µM]	18%
Cc1ccc(C)c(NC(=O)CCc2nnc3ccc(N4CCCCC4)nn23)c1	30%	-2%	-6%	-20%	0%	-8%	-9%	-5%	7%
COCCCN1C(=O)C(O)=C(C(=O)c2ccco2)C1c1ccccc1 (stereo not given)	-4%	?	8%	3%	-4%	50µM*	-8%	10%[12.7 µM]	-2%
COC(=O)c1ccccc1NC(=O)N1CCCC1	0%	-6%	41%[activator]	19%	-1%	7%	-4%	5%[59 µM]	6%
CCc1cc(=O)oc2c3c(cc(OCC(=O)NCc4ccncc4)c12)OC(C)(C)CC3	38%	-5%	0%	10%	2%	-10%	?	2%[12.7 µM]	0%
S=C(c1ccc(-c2ccccc2Cl)o1)N1CCCCC1	2%	?	7%	26%	-11%	?	-6%	?	-8%
Cc1cc(C)c2[nH]c(=O)c(CN(Cc3ccco3)C(=S)NCC3CCCO3)cc2c1 (stereo not given)	11%	-10%	208%[activator]	1%	1%	3%	-25%	-50%[59 µM]	-4%
COc1cc2c(c(OC)c1OC)-c1ccc(NC(=O)c3ccccc3)c(=O)cc1[C@@H](NC(C)=O)CC2	-1%	1%	66%[activator]	1%	-3%	-14%	-7%	-2%	-3%
CCOC(=O)c1c(C)n(OCc2ccccc2)c2ccc3nonc3c12	11%	54%[activator]	-33%	0%	-4%	20%	-10%	7%[12.7 µM]	0%[60.1 µM]
COc1ccc(OC)c(NC(=S)NCCN2CCOCC2)c1	4%	2%	8%	-1%	-4%	-8%	-15%	8%[59 µM]	-2%
C[C@H](CO)N1C[C@H](C)[C@@H](CN(C)S(=O)(=O)c2ccccc2)Oc2c(cccc2N(C)C)C1=O	11%	nt	15%	nt	nt	-12%	-26%	nt	1%
COc1ccc(N2CCN(CCCNC(=O)C3CCCN(S(=O)(=O)c4cnc[nH]4)C3)CC2)cc1 (stereo not given)	?	6%	14%	7%	1%	?	-6%	50µM*	-12%
CCN(C(=O)CSc1nnc(-c2c[nH]c3ccccc23)n1C1CC1)C1CCS(=O)(=O)C1 (stereo not given)	17%	-4%	10%	nt	nt	-3%	-21%	-6%[12.7 µM]	-5%

# These rows are one share of the data; rates above refer to the full screens.
